Compound activity (PubChem BioAssay)
SENP8 block-1: inhibitors of human SENP8 protease; Q96LD8; purified SENP8, Z-RLRGG-aminoluciferin cleavage, luminescence; inhibition, % at 10 µM; hit rate 1.2% among 330,000; AID 2540; in the data active = inhibition above about 50%
Target sequence (Q96LD8 whole entry, looked up): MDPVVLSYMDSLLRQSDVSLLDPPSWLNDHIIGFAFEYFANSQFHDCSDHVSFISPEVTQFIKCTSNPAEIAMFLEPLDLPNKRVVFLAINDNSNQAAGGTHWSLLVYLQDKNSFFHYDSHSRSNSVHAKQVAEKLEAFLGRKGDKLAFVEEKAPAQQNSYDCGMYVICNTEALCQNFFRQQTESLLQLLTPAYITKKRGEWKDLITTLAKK
HKDC1 inh: blocks human hexokinase HKDC1 activity; recombinant HKDC1, G6PDH/diaphorase resazurin coupled fluorescence; inhibition, % at 20 µM; hit rate 0.16% among 340,000;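 active = inhibition above about 35% when tested at 20 µM, limit read from the data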;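 also: plate controls were DMSO wells with enzyme for no effect and DMSO wells lacking enzyme for full effect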
Target sequence (Q2TB90 whole entry, looked up): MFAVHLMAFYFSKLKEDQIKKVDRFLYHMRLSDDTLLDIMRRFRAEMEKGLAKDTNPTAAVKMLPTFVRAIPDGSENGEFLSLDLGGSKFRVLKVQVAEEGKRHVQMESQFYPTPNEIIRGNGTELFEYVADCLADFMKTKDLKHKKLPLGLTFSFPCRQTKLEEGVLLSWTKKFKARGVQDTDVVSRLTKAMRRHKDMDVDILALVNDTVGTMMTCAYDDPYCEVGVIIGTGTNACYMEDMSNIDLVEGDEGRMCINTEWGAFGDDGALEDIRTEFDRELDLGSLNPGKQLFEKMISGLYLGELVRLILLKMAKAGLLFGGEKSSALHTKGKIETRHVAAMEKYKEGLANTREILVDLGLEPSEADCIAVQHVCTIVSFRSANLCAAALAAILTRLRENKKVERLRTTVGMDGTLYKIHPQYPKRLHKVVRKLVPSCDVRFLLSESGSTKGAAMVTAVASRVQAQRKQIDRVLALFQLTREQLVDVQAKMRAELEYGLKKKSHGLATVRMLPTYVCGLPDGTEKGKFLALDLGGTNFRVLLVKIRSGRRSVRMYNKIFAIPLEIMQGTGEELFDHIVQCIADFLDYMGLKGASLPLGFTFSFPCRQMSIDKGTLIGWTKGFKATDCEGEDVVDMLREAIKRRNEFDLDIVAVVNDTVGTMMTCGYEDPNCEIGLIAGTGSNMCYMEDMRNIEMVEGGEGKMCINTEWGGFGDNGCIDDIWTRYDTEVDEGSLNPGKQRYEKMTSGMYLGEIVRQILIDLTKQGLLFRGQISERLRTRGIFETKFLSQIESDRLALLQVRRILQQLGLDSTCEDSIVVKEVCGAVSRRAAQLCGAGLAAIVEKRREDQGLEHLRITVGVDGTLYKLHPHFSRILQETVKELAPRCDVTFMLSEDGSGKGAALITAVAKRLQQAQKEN
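Incubation: 90 min at room temperature in dark / Material: recombinant HKDC1 (HK5) hexokinase enzyme, produced in-house / Quantity: enzyme 5 µg/mL final / Compound: one dose of 20 µM, 1% DMSO / Reagent: glucose and ATP substrates / Buffer or medium: Tris pH 8.0 buffer with MgCl2, Tween-20, BSA, BME / Technique: resorufin fluorescence at 613 nm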
UBC13 polyUb: human UBC13 polyubiquitination inhibition; UBC13 polyubiquitin chain formation, TR-FRET; inhibition, % at 20 µM; P61088; hit rate 0.47% among 330,000; AID 485273; in the data active = inhibition above about 45%, passing the limit was not always enough
MIN6 prolif: MIN6 beta-cell proliferation induction; proliferation, % at 10 µM; MIN6 cells proliferation, ATPlite luminescence, 48 h; cells starved in 0.2% serum; 100% = growth in 10% serum; hit rate 0.29% among 330,000;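 active = compounds whose signal lies at least 3.5 SD above the mean of all wells on their plate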;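 also: 0% = DMSO-treated cells in low-serum medium and 100% = 10% serum control; some compounds called inactive have numbers as strong as hits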
SENP7 block: SENP7 protease inhibition | Q9BQF6 | recombinant SENP7, Z-RLRGG-aminoluciferin luminescence, 40 min | inhibition, % at 5 µM | hit rate 1.5% among 330,000;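 active = inhibition above about 50% at the single test dose, limit read from the data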;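 also: plate controls were DMSO with enzyme for no effect and no enzyme buffer wells for full effect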
SENP8 block-2: SENP8 (human) protease inhibition; Q96LD8; AID 602440; recombinant SENP8, Nedd8 substrate fluorescence; inhibition, % at 20 µM; hit rate 0.64% among 360,000; in the data active = inhibition mostly above about 40%, no sharp cut-off; inactive = mostly below about 27%
SENP1 inh: blocks the human SENP1 SUMO protease catalytic domain | Q9P0U3 | hit rate 0.21% among 360,000 | recombinant SENP1 catalytic domain, CyPet-SUMO1-YPet FRET cleavage | inhibition, % at 10 µM;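 active = inhibition at least 30% at 10 µM, raw YFP signal under a set limit, fluorescence ratio 0.5 to 1.5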;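 also: 0% = enzyme with DMSO and 100% = no enzyme wells; some results filed as inactive read as strong as hits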
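Compound: 10 µM single point, 0.5% DMSO; Test system: hSENP1 catalytic domain, recombinant; Timing: 50 min reaction at room temperature; Technique: FRET, CFP and YFP emission; Control set: no-enzyme wells low, DMSO-plus-enzyme wells high control.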
PfG6PD inh: PfG6PD (Plasmodium falciparum) enzyme inhibition; inhibition, % at 20 µM; hit rate 0.78% among 350,000; PfGluPho enzyme, NADPH resazurin-diaphorase fluorescence; AID 504690;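 active = inhibition reaching at least a set limit at 20 µM in the primary screen, cut at about 59% in these data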;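 also: 0% = DMSO wells with substrate and 100% = DMSO wells lacking glucose-6-phosphate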
SENP6 inh: SENP6 protease inhibition | Recombinant SENP6 catalytic domain, aminoluciferin luminescence | inhibition, % at 10 µM | Q9GZR1 | hit rate 1.8% among 330,000;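 active = inhibition above about 50% at the single tested dose, limit read from the data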;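 also: plate controls were DMSO wells with enzyme for no effect and DMSO wells lacking enzyme for full effect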
Active calls of the source: *; i = inactive; · = no result given.

SMILES	SENP8 block-1	HKDC1 inh	UBC13 polyUb	MIN6 prolif	SENP7 block	SENP8 block-2	SENP1 inh	PfG6PD inh	SENP6 inh
CCOc1ccc(/C=N/NC(=O)CCC(=O)Nc2ccc(F)cc2)cc1	-8.0	-2.5	3.1	-2.1	-2.3	18.3	1.7	13.4	-6.6
C/C(=N/OC(=O)c1ccc(C(F)(F)F)cc1)c1oc(C)nc1C	71.6*	-4.0	-1.9	-0.5	91.3*	20.1	3.0	0.9	83.7*
CC(C)c1[nH]nc2c1C1(CCN(Cc3ccccc3)CC1)C(C#N)=C(N)O2	-6.3	9.3	8.3	0.8	3.7	8.0	-90.7	-11.5	-5.8
CC(=O)Nc1ccc2c(c1)Cc1cc(N3C(=O)C=CC3=O)ccc1-2	·	-5.3	·	·	·	12.0	3.7	111.1*	·
CCCn1c(N)c(N(C)C)c(=O)n(CC(=O)Nc2ccc(OC(F)(F)F)cc2)c1=O	-6.3	1.1	-3.3	-3.0	8.0	16.7	-5.8	1.4	-1.7
Cn1c(N)c(C(=O)CSc2ccccn2)c(=O)n(C)c1=O	-4.1	12.5	8.8	0.0	-2.5	15.8	0.2	-10.0	-0.1
COc1ccc(N(CC(O)CN2CCOCC2)S(=O)(=O)c2ccc(C)cc2)cc1 (stereo not drawn)	-4.4	-6.0	4.2	-0.6	2.4	9.1	1.4	2.2	-14.2
Cc1ccn(Cc2n[nH]c(=S)n2Cc2ccccc2)n1	-8.3	-8.5	-0.7	5.4	-8.1	15.1	-1.5	31.5	-2.2
CC1(C)CC(c2csc(N)n2)CCO1 (stereo not drawn)	-3.9	-3.5	4.2	0.7	6.0	11.0	1.8	-13.4	-30.2
COc1ccccc1-c1c(C(F)(F)F)oc2cc(OC(=O)c3ccccc3[N+](=O)[O-])ccc2c1=O	0.0	13.6	-0.9	-5.5	7.5	24.9	3.0	2.6	4.3
COC(=O)[C@]12C(=O)NC[C@H](CN1c1ccc(Cl)c(C)c1)N2C	6.3	-2.1	18.6	0.7	99.8*	21.2	1.7	-4.6	-9.3
CCOC(=O)[C@H]1[C@H]2COc3ccccc3[C@@H]2N2C(=O)CN(CC3CCCO3)C(=O)[C@@]12C (stereo partly drawn)	-5.5	4.2	-1.8	-1.1	4.0	8.9	0.5	1.6	10.6
CC(C)c1ccc(CNNC(=O)c2ccccc2)cc1	-8.1	-1.9	6.8	-1.0	6.6	-2.8	3.7	-0.3	-2.3
COc1ccc(-n2c(=O)cc(N3CC(C)OC(C)C3)[nH]c2=O)cc1 (stereo not drawn)	2.4	-7.9	12.3	-0.7	5.7	6.7	2.0	-8.0	-11.1
O=C(CNC(=O)c1ccccc1O)N/N=C/c1ccccn1	-2.2	-6.2	0.6	-0.4	5.5	-18.0	-0.9	-3.7	-6.3

Fetched by structure from the entries so far (4):
SMILES	SENP8 block-1	HKDC1 inh	UBC13 polyUb	MIN6 prolif	SENP7 block	SENP8 block-2	SENP1 inh	PfG6PD inh	SENP6 inh
COC(=O)[C@]12C(=O)NC[C@H](CN1c1ccc(Cl)c(C)c1)N2C	6.3	-2.1	18.6	0.7	99.8*	21.2	1.7	-4.6	-9.3
Cn1c(N)c(C(=O)CSc2ccccn2)c(=O)n(C)c1=O	-4.1	12.5	8.8	0.0	-2.5	15.8	0.2	-10.0	-0.1
CCCn1c(N)c(N(C)C)c(=O)n(CC(=O)Nc2ccc(OC(F)(F)F)cc2)c1=O	-6.3	1.1	-3.3	-3.0	8.0	16.7	-5.8	1.4	-1.7
COc1ccc(N(CC(O)CN2CCOCC2)S(=O)(=O)c2ccc(C)cc2)cc1 (stereo not drawn)	-4.4	-6.0	4.2	-0.6	2.4	9.1	1.4	2.2	-14.2

Back to the main list, starting two compounds before the break.
SMILES	SENP8 block-1	HKDC1 inh	UBC13 polyUb	MIN6 prolif	SENP7 block	SENP8 block-2	SENP1 inh	PfG6PD inh	SENP6 inh
COc1ccc(-n2c(=O)cc(N3CC(C)OC(C)C3)[nH]c2=O)cc1 (stereo not drawn)	2.4	-7.9	12.3	-0.7	5.7	6.7	2.0	-8.0	-11.1
O=C(CNC(=O)c1ccccc1O)N/N=C/c1ccccn1	-2.2	-6.2	0.6	-0.4	5.5	-18.0	-0.9	-3.7	-6.3
Cc1ccc(NCc2nnc(SCC(=O)OC3CCCCC3)o2)c(C)c1	-0.1	3.3	5.4	-3.8	3.7	11.1	-0.7	4.8	-3.9
O=C1CC(c2cc(-c3ccccc3)no2)C1	-11.2	-2.2	0.8	-0.2	-0.9	8.7	1.0	11.3	4.3
O=S(=O)(c1ccccc1)c1nc(-c2ccco2)oc1NCCN1CCOCC1	3.6	-9.2	-12.9	-1.6	0.5	-12.5	-6.2	-6.5	-4.0
Cc1c(C(=O)O)sc2ncn(C)c(=O)c12	6.2	-3.5	6.3	0.2	-0.6	8.9	-0.5	18.1	-5.0
C=CCn1c(C)cc(C2=NNC(=NCC)SC2)c1C	91.5*	0.7	8.6	-5.7	40.5	7.8	-2.1	4.5	92.9*
CC(=O)Nc1ccc(N2CCN(Cc3ccccc3)CC2)cc1	-0.6	-0.5	1.4	-0.8	1.8	10.0	-2.0	6.2	-2.9
COc1ccccc1NC(=O)c1cc(C(=O)Nc2ccccc2OC)n(C)n1	-6.5	-2.5	-0.7	-1.4	5.0	9.1	-0.5	10.2	-20.2
COC(=O)COc1ccc(S(=O)(=O)Nc2ccc(NC(C)=O)cc2)cc1C	-3.5	-5.9	-4.0	-2.1	-12.3	11.8	1.4	-35.2	-13.8
CCOC(=O)c1csc(NC(=O)c2cccs2)n1	2.1	-4.4	0.0	-2.3	-7.8	6.7	-0.3	6.5	-15.0
COc1cccc(Nc2ncnc3c2cnn3C)c1	-7.1	3.5	1.1	-0.6	-1.1	8.5	-1.7	6.8	-19.3
O=C(CN1CCC(c2nc3ccccc3s2)CC1)NCc1ccccc1	4.7	-1.3	3.7	-2.2	10.2	-14.8	-6.8	-10.7	13.1
Nc1ccc(N2CCN(C(=O)c3ccco3)CC2)cc1	3.6	9.2	-1.1	-3.6	-0.2	28.2	6.3	58.3	-6.6
Cc1ccc(CNC(=O)CN2c3cccc4cccc(c34)S2(=O)=O)cc1	-12.4	12.9	5.7	0.2	7.5	i	-3.0	9.9	-11.5
O=S(=O)(c1ccccc1)N(CC(O)CN1CCCC1)c1ccccc1 (stereo not drawn)	-2.4	-6.0	8.9	-2.7	7.7	13.0	-2.3	-13.1	-17.5
COc1ccc(CNC(=O)CSc2nc3ccc(N)cc3s2)cc1	1.3	0.8	2.7	-1.2	6.1	10.2	-1.6	6.5	7.0
Cc1c2c(nc3ccccc13)CC(C)(C)CC2=O	-12.5	-1.8	-5.9	-3.4	-7.3	2.5	-1.7	-6.2	24.1
CC(=O)N1CCN(CC(=O)Nc2ccccc2Sc2ccccc2)CC1	-8.6	1.5	3.4	0.0	-5.5	5.7	-0.3	-5.6	-5.7
O=C1COc2ccc(C(=O)COC(=O)c3ccccn3)cc2N1	-17.3	6.4	-1.7	-1.2	5.1	11.1	1.5	14.4	-20.1
CC(C)C(=O)N=C1SC2CS(=O)(=O)CC2N1Cc1ccc(Cl)cc1 (stereo not drawn)	1.2	-6.3	6.4	-1.4	6.7	8.8	-0.3	1.0	5.6
CCCn1cnc2c(c1=O)c1nc3ccccc3nc1n2CCc1ccccc1	-5.5	-6.1	9.9	-0.7	-4.6	-291.4	-78.3	2.2	8.6
CCOC(=O)c1c(C)c(C(=O)NCc2ccccn2)c(C)n1CC	-4.8	-12.5	1.6	2.3	0.2	1.0	-5.3	7.2	-4.2
CCN(CC(=O)N1CCN(Cc2ccccc2)CC1)S(=O)(=O)c1ccccc1	-10.2	-8.5	0.3	0.2	-10.5	-0.2	1.0	13.2	-12.9
COc1ccc(-n2c(C)nn(C)c2=O)c(OC)c1	-0.1	-3.5	-9.2	2.3	9.6	10.3	0.5	-11.3	-5.8
NC(=O)NCCCC(=O)OCC(=O)c1ccc2ccccc2c1	-0.9	18.4	-7.1	-5.2	0.9	-230.2	-2.7	-20.8	-31.7
COc1ccc(C2SCCN2C(=O)c2ccc([N+](=O)[O-])cc2)cc1 (stereo not drawn)	-7.6	-13.3	-7.6	2.4	-2.5	10.7	2.2	2.5	-20.1
CS(=O)(=O)Nc1ccc(C2=NN(C(=O)c3ccco3)C(c3ccco3)C2)cc1 (stereo not drawn)	-1.7	0.1	-1.2	-0.5	-2.3	-83.6	0.1	13.6	1.1
Cc1nn(-c2ccc(F)cc2)c2c1cc(C#N)c1nc3ccccc3n12	-1.5	-1.0	12.6	-0.2	5.4	i	-20.5	7.5	-13.9
COC(=O)[C@@H]1[C@@H](C)OC(=O)N[C@H]1c1ccccc1	1.2	-0.5	4.6	-3.6	-0.6	0.5	3.6	-11.7	7.0
O=C1NN(c2ccc(F)cc2)C(=O)/C1=C\C=C\c1ccco1	-12.2	-6.2	-37.0	-2.1	-11.8	22.7	-1.5	14.6	-11.7
COc1ccccc1NC(=O)Nc1ccnn1C1CCN(C(=O)c2ccccn2)CC1	-0.1	-3.4	7.4	6.8	-2.9	5.1	2.2	7.9	0.7
O=C1COc2ccc(C(=O)c3ccccc3)cc2CN1	-8.8	-8.2	1.8	2.9	-5.0	14.9	2.1	5.2	2.7
COc1ccc(C(=O)CCNc2ccc3c(c2)OCCO3)cc1	-2.9	15.1	4.4	0.5	-9.7	11.1	0.5	28.2	7.8
Cc1sc2nc(CN(Cc3cccs3)C(=O)C3CC3)[nH]c(=O)c2c1C	0.3	4.3	-3.2	-3.2	13.8	20.7	0.4	12.3	1.4
COC(=O)N/N=C/c1cn(CCCOc2ccc(C)cc2)c2ccccc12	0.5	4.8	10.4	-2.4	1.8	10.5	3.0	14.0	-11.7
CC1CCCC(NC(=O)Nc2cccs2)C1C (stereo not drawn)	-0.9	2.3	-2.9	-1.0	-1.4	9.8	-8.5	7.3	-16.4
COC(=O)c1ccc(COc2ccc3c(C)c(C)c(=O)oc3c2)o1	53.9*	-9.6	11.3	0.7	29.8	-275.8	-2.3	25.3	39.2
CC(C)c1nnc(NC(=O)CCC(=O)Nc2ccc(F)cc2)s1	-7.1	-7.8	2.8	-2.2	-3.4	11.1	2.4	-21.3	-2.3
Cc1cc(C(=O)NN=C2CCCCCCC2)c2ccccc2n1	2.8	-3.1	-7.0	0.9	0.9	16.5	2.6	-0.5	-1.7
COC(=O)Nc1nc(C)c(C(=O)c2ccccc2)s1	4.1	2.7	-2.1	1.9	4.6	26.7	2.3	-8.3	3.3
COc1cc(NS(=O)(=O)c2cc(C(=O)NCCc3ccccn3)ccc2OC)cc(OC)c1	-5.7	-4.3	-1.3	1.5	-6.6	-9.6	0.4	13.1	-6.8
CSCCC(NC(=O)c1ccco1)C(=O)OCc1cc([N+](=O)[O-])cc2c1OCOC2 (stereo not drawn)	1.5	-9.5	-0.7	-4.5	7.2	9.3	1.6	-0.6	-3.8
CCOc1ccc(NC(=O)CN(C)C(=O)/C=C/c2ccc(S(=O)(=O)N3CCCCCC3)cc2)cc1OCC	-5.2	-0.5	-4.5	-0.4	-3.9	3.5	0.0	-3.7	-13.0
Cc1cccc(C(=O)NCCN2CCOCC2)c1[N+](=O)[O-]	-11.0	1.8	-10.2	0.0	-5.9	8.9	2.7	0.5	-4.4
C=CC[C@@H](CC(=O)N[C@@H](CO)Cc1ccccc1)C(=O)N[C@H](COC(=O)[C@@H](CC=C)CC(=O)OC(C)(C)C)Cc1c[nH]c2ccccc12	-2.1	-2.0	20.8	-4.9	-7.2	10.1	0.4	24.8	24.1
